# ALOX12 inh: Primary qHTS assay for inhibitors of human arachidonate 12S-lipoxygenase (ALOX12): Round 2; Polyunsaturated fatty acid lipoxygenase ALOX12 (Homo sapiens), P18054; purified 12hLO, xylenol orange hydroperoxide absorbance; Potency, µM (top dose mostly 108 µM), for the others: at the top dose activity change, negative = inhibition, hits mostly inhibitors; 580,000 compounds, 1.1% hits; AID 1671190, 2021; active = well fitted inhibition curve with a large enough effect; inconclusive = small, poorly fitted or top-dose-only effect, or another doubt; inactive = no such curve, though single readings can be large or run the other way; note: potency is the fitted concentration of half-maximal effect
# Target sequence (P18054 whole entry, looked up): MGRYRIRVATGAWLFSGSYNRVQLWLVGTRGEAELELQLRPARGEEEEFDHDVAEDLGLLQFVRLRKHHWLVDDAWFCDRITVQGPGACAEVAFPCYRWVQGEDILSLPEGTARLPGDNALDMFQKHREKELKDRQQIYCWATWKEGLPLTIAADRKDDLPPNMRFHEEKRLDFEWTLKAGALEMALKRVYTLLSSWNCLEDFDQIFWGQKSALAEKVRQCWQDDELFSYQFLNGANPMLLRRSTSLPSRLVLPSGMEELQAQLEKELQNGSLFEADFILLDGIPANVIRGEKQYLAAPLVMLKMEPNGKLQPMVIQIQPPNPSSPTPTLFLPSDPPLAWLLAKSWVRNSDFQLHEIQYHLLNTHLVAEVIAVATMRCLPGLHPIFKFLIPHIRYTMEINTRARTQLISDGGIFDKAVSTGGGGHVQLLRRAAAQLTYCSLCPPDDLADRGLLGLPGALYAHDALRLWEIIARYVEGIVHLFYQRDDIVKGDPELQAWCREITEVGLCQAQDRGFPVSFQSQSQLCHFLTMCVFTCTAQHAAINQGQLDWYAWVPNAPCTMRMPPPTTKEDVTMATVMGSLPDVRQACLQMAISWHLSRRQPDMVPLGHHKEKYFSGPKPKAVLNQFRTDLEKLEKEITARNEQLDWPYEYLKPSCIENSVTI
#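 Purified human 12hLO at 150 nM in 25 mM Hepes, 0.01% Triton X-100, pH 7.0, preincubated 15 min at room temperature with compound. Reaction started with 40 uM arachidonic acid, 30 min at room temperature. Hydroperoxide measured by Fe-xylenol orange, 573/405 nm absorbance ratio.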
# LDHA inh: qHTS assay for inhibitors of human lactate dehydrogenase; 480,000 compounds, 0.15% hits; L-lactate dehydrogenase A chain (Homo sapiens), P00338; activity change, % (values are at about 110 or 230 µM); purified LDHA, NADH/diaphorase-resazurin fluorescence; stronger effect = lower value; in the data active = activity change below about -30%; inconclusive = mostly about -25% to -30%;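 note: plate controls were DMSO wells for no effect and wells without enzyme for full effect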
#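 Remaining NADH was detected by diaphorase (0.133 mg/mL) converting 37 µM resazurin to fluorescent resorufin, read at 0 and 20 minutes. The preceding 5-minute room-temperature reaction used 2 nM LDHA, 0.2 mM sodium pyruvate and 0.06 mM NADH at pH 7.4.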
# * hit, by the source's call; ? = inconclusive; [ ] = dose if it differs, or a comment. Unless noted, % is set by controls: 0 for no effect and ±100 for the full control effect. A portion of the library, so the mix of outcomes need not match the whole.
ALOX12 inh	LDHA inh	canonical_smiles
-11%	7	O=c1c(/C=N/O)coc2ccccc12
-7%	-3	COC(=O)C1CCN(C(=O)c2sc3ccccc3c2Cl)CC1
?	2	O=C(Cc1csc(-c2ccccc2Cl)n1)Nc1nc2c(s1)CCCCC2
28%	-3	Cc1ccc2cccc(NC(=O)COc3ccc(Cl)c(C)c3)c2n1
5%	2	N#Cc1c(NC(=O)CSc2nccn2C2CC2)sc2c1CCCCC2
-9%	5	N#Cc1cccc(Nc2c3c(nc4ccc(Cl)cc24)CCC3)c1
?	-15	Cc1ccc(C(NC(=O)CSc2nnnn2C)c2cccs2)cc1 (configuration not stated)
-24%	-6	CNCc1ccc(-c2cc(Cl)ccc2Cl)o1
?	4	CC1=C(C(=O)N2CCOCC2)CC(CC(=O)NCc2cccc3ccccc23)C(=O)N1Cc1ccc(C(C)(C)C)cc1 (configuration not stated)
-22%	11	COc1ccc(C(C)=O)cc1COC(=O)Cc1ccc(Cl)cc1
12%	-34*	CCCC(C)NC(=O)Nc1cc(C(=O)NC2CC2)ccc1C (configuration not stated)
-10%	-5	CCOC(=O)c1c(C)[nH]c(C)c1S(=O)(=O)N(C)CC(=O)Nc1cccc(C(C)=O)c1
5%	7	COc1cc(=O)n(-c2ccc(C)cc2)nc1C(=O)Nc1cccc(Cl)c1C
2%	6	C=CCNC(=O)NC(=O)CN(CCOC)CC(=O)Nc1cccc(C)c1C
?	6	Cc1cc(C)c2nc(N3CCN(C(=O)CCS(=O)(=O)c4ccccc4)CC3)sc2c1
-6%	1	CCN(C(=O)Cn1cnc2c1c(=O)n(C)c(=O)n2C)c1ccc(F)cc1
?	10	Cc1cccc(NC(=O)COC(=O)c2ccc3ccccc3n2)c1
-3%	-3	Cc1cc(C)c(NC(=O)CC2CCCC2)c(C)c1
10%	-7	CCOC1=C2CN(S(=O)(=O)c3ccc(C)cc3)CC[C@@H]2N(S(=O)(=O)c2ccc(C)cc2)[C@H](c2ccccc2)C1
-22%	-5	N#Cc1ccc(CSc2nnnn2-c2ccccc2)c(F)c1
0.63µM*	-9	O=C(C1CCCN(Cc2cccc3ccccc23)C1)N1CCc2ccccc2C1 (configuration not stated)
0%	8	CCOC(=O)/C(C#N)=C/c1cc(Cl)ccc1OCc1ccc(Cl)cc1Cl
40%	-5	CCCCN(C)C(=O)COc1ccc2c(=O)c(-c3ccc(OC)c(OC)c3)c(C)oc2c1
17%	4	CCc1ccc(NC(=O)CSc2nc3c(=O)[nH]cnc3n2-c2ccc(C)cc2)cc1
33%	-1	COc1cc(Br)c(CN(C)CC(=O)N2c3ccccc3NC(=O)CC2C)cc1OC (configuration not stated)
33%[activator]	0	Cc1ccc2nc(Nc3nc(C)c(Cc4cccc(Cl)c4)c(=O)[nH]3)nc(C)c2c1
-12%	1	CC(=O)OC[C@@H]1CN(Cc2ccccc2)C[C@H](n2cnc3c(N4CCCC4)ncnc32)O1
-40%	0	Cc1cc(C)c2cc(C(=O)N3CCCCC3)[nH]c2c1C
-11%	7	COC(=O)CCCn1cc(CN2CC(N3CCN(CCN(C)C)CC3)CS2(=O)=O)nn1 (configuration not stated)
-13%	0	O=C(N/N=C/c1ccccc1F)c1csc2ccccc12

# Single records, as listed above:
# Results for `CCOC(=O)/C(C#N)=C/c1cc(Cl)ccc1OCc1ccc(Cl)cc1Cl` : ALOX12 inh: 0%; LDHA inh: 8
# Results for `CCCCN(C)C(=O)COc1ccc2c(=O)c(-c3ccc(OC)c(OC)c3)c(C)oc2c1` : ALOX12 inh: 40%; LDHA inh: -5

# Looked up above.
# `Cc1cc(C)c(NC(=O)CC2CCCC2)c(C)c1` @ LDHA inh: -3
# `O=C(N/N=C/c1ccccc1F)c1csc2ccccc12` @ LDHA inh: 0
# `CCOC(=O)/C(C#N)=C/c1cc(Cl)ccc1OCc1ccc(Cl)cc1Cl` @ LDHA inh: 8
# `Cc1cccc(NC(=O)COC(=O)c2ccc3ccccc3n2)c1` @ LDHA inh: 10
# `CC(=O)OC[C@@H]1CN(Cc2ccccc2)C[C@H](n2cnc3c(N4CCCC4)ncnc32)O1` @ ALOX12 inh: -12%

# Additional results follow:
ALOX12 inh	LDHA inh	canonical_smiles
-9%	0	Cc1cc(NC(=O)CS(=O)(=O)c2cn(Cc3cccc(Br)c3)c3ccccc23)no1
?	3	CSc1ccc(C(C)NC(=O)c2cc(F)ccc2F)cc1 (configuration not stated)
24%	4	CCCCOc1ccccc1C(=O)Nc1ccc(OCCC)c2ncccc12
-1%	6	CCCCCCCCCCCC(=O)N/N=C/c1ccc(C(C)(C)C)cc1
-30%	2	COc1ccccc1C(=O)NCCc1sc2nc(-c3ccc(F)cc3)nn2c1C
?	-2	COc1ccc(-c2csc(-c3nc(-c4ccc(C)cc4C)cs3)n2)cc1
-24%	3	C/C(=N/NC(=S)NCc1ccccc1)c1ccc(Cl)c(Cl)c1
6%	2	O=C(/C=C/Nc1ccc(Oc2ccccc2)cc1)c1ccccc1
?	3	CCOc1ccc(CCN2C(=S)N([C@@H](Cc3ccccc3)CN3CCCC3CN3C(=S)NC[C@@H]3Cc3ccccc3)C[C@@H]2Cc2ccc(O)cc2)cc1 (some centres not stated)
7%	-2	CCOc1ccc(NCc2cccn2-c2nnc(N3CCC(C(=O)NC(C)C)CC3)s2)cc1
?	-2	COCCNc1nc(NCCOc2ccccc2)c2sc(-c3ccccc3)cc2n1
?	-3	Cc1ccc(Cc2c(-c3cccc(Cl)c3)nc3ccc(C)cn23)cc1
0%	-8	CCCN(C)C1CN(Cc2cn(Cc3ccc(C)cc3)nn2)S(=O)(=O)C1 (configuration not stated)
7%	9	COc1ccccc1NC(=O)c1cnc(N2CCCCC2)c2ccccc12
-8%	3	Cc1ccccc1-n1nnnc1C1(NCc2ccccc2)CCCC1
-13%	2	CCOC(=O)[C@]12CCCC=C1N(Cc1ccc3c(c1)OCO3)C(=O)[C@H](CC(=O)NCc1cccc(C(F)(F)F)c1)C2
-23%	0	COc1ccc(/C=C/C(=O)c2ccc(OC)cc2)cc1
-26%	0	CCOC(=O)[C@]12CCC=C1N(Cc1cccc3ccccc13)C(=O)[C@H](CC(=O)N1CCCC1)C2
-3%	2	CCCN1C=C(OC(=O)c2ccccc2OC)c2ccccc2S1(=O)=O
?	2	O=C(NCCc1c[nH]c2ccccc12)c1ccc(-c2ccccc2)cc1
?	4	Cc1c(O)ccc2c(CN(C)CC(=O)Nc3cccc4ccccc34)cc(=O)oc12
-11%	-2	COc1cccc(C(O)c2ncc(-c3ccc4ccccc4c3)[nH]2)c1 (configuration not stated)
3%	15	CCc1cccc(C)c1NC(=O)CSc1ncnc2ccccc12
?	3	CC(C(=O)Nc1cccc(Cl)c1)N1CCN(c2ccc([N+](=O)[O-])c3cnccc23)CC1 (configuration not stated)
18%	3	Cc1ccc(-c2noc(COc3ccccc3C(=O)N3CCN(C)CC3)n2)cc1
-7%	6	O=C(CCc1ncc(-c2ccc(F)cc2)o1)N1CCSCC1
?	5	CN(C)C(=O)COC(=O)c1cc(-c2cccs2)nc2ccccc12
19%	7	Cc1ccccc1NC(=O)COc1ccc(C(=O)Nn2c(C)ccc2C)cc1
4%	-9	C=CCNc1nc2c(c(=O)n(C)c(=O)n2C)n1Cc1ccccc1
7%	-1	CCCNC(=O)C1(C)CCN(C(=O)c2cc(F)cc(F)c2)C1 (configuration not stated)
-11%	-5	COc1ccc2c(c1)cc(C(=O)NCc1ccccc1)n2C
?	-19	COc1ccc(CC(N)c2csc(NC(=O)Nc3ccccc3Cc3ccccc3)n2)cc1 (configuration not stated)
-5%	4	CCCCN(C)S(=O)(=O)N(C)Cc1ccc2c(c1)OCCO2
?	0	CC(C)CCN1C(=O)c2ccccc2C1c1nnnn1-c1ccc2c(c1)OCCO2 (configuration not stated)
5%	-5	c1ccc(-c2n[nH]c(-c3ccncc3)n2)cc1
49%[activator]	-9	O=C1NC2(C(=O)Nc3ccc(F)c(Cl)c3)CCC(=O)N2c2ccccc21 (configuration not stated)
-6%	4	Cc1ccc(OCC(=O)OCC(=O)c2ccc(Cl)cc2)cc1C
-15%	6	O=C(Oc1ccc2cc(-c3nc4ccccc4s3)c(=O)oc2c1)C1CC1
30%	3	CC1CCN(c2nc3ccccc3nc2SCC(=O)N2CCCCCC2)CC1
0%	4	CCCC(C(=O)NCc1coc(-c2cccs2)n1)c1ccccc1 (configuration not stated)
?	-7	Cn1c(=O)c2cc(NC(=S)NC3CC3)ccc2n1C/C=C/c1ccccc1
2%	3	CCC(=O)N1CCCC(C)(C(=O)Nc2ccc(OC)c(F)c2)C1 (configuration not stated)
49%[activator]	8	O=C(NC1CC1)c1cc(-c2cccnc2)nc2ccccc12
?	-8	Cc1c(C(=O)NCCn2c(C)cc3ccccc32)cccc1[N+](=O)[O-]
0%	9	O=C(CCCN1C(=O)c2ccc(Br)cc2C1=O)OCc1cccc([N+](=O)[O-])c1
-24%	-1	COc1cc(Cl)ccc1OC1(C)CCN(Cc2c(F)cccc2F)C1 (configuration not stated)
1%	10	COc1ccc(Nc2cc(C)nc(N3CCN(C(=O)Nc4ccc(F)cc4)CC3)n2)cc1
-22%	7	CCCCn1nc(C(=O)Nc2ccc(F)c(F)c2)c2ccccc2c1=O
-30%	11	CCOC(=O)C(C)Oc1ccc2c(C)c(CCC(C)C)c(=O)oc2c1 (configuration not stated)
8%	-1	COc1ccccc1-c1nc(CSc2nc(C)c(C)c(=O)[nH]2)c(C)o1
?	12	COc1ccc2oc(=O)cc(CN3CCN(C(=O)c4c(OC)cccc4OC)CC3)c2c1
7%	3	COc1ccccc1-c1noc(Cn2cnc3c(oc4ccccc43)c2=O)n1
-69%	-8	CCOC(=O)c1c(NC(=O)CN2CCc3ccccc32)sc(C)c1CC
?	-3	CCOC(=O)COc1ccc2c(=O)c(Oc3ccc(Br)cc3)c(C)oc2c1
-12%	1	OC(Cc1ccccc1)c1ncc(-c2ccc(Cl)cc2)[nH]1 (configuration not stated)
18%	-11	CCCCC(=O)NC1(C(F)(F)F)C(=O)N(Cc2ccccc2)C(C)=C1C(=O)OC (configuration not stated)
-1%	2	COCCn1cc(C(=O)NCCc2c(C)cc(C)cc2C)ccc1=O
?	11	CNc1nc(-c2cc(C)n(NC(=O)c3n[nH]c(=O)c4ccccc34)c2C)cs1
-26%	6	CC1(C)CC(=O)c2cc(C#N)c(SCC(N)=O)nc2C1
-53%	-2	COc1ccccc1CCn1cnc(-c2ccc(OC)c(OC)c2)c1C(C)C

# 7 structures from above, ordered by count of non-hydrogen atoms, highest first.
ALOX12 inh	LDHA inh	canonical_smiles
?	12	COc1ccc2oc(=O)cc(CN3CCN(C(=O)c4c(OC)cccc4OC)CC3)c2c1
?	0	CC(C)CCN1C(=O)c2ccccc2C1c1nnnn1-c1ccc2c(c1)OCCO2 (configuration not stated)
19%	7	Cc1ccccc1NC(=O)COc1ccc(C(=O)Nn2c(C)ccc2C)cc1
7%	9	COc1ccccc1NC(=O)c1cnc(N2CCCCC2)c2ccccc12
-1%	6	CCCCCCCCCCCC(=O)N/N=C/c1ccc(C(C)(C)C)cc1
0%	4	CCCC(C(=O)NCc1coc(-c2cccs2)n1)c1ccccc1 (configuration not stated)
-40%	0	Cc1cc(C)c2cc(C(=O)N3CCCCC3)[nH]c2c1C

# The list continues:
ALOX12 inh	LDHA inh	canonical_smiles
?	4	CCn1nnc(NCc2ccc(Cl)cc2Cl)n1
-54%	0	Cc1cc(C)cc(CN2CCC(C(=O)NCC(F)(F)F)CC2)c1
-48%	8	CC(Sc1ccccc1Cl)C(=O)NC1CCCC1 (configuration not stated)
-4%	-4	CC(C)Oc1ccc(C(=O)N2CCCCC2CCN2CCOCC2)cc1 (configuration not stated)
?	4	Cc1cccc(CNC(=O)CSc2nc3ccccc3nc2C)c1
16%	-1	CCOc1ccc(NC(=O)C2=NN(C3CCS(=O)(=O)C3)C(=O)CC2)cc1OCC (configuration not stated)
23%	2	O=C(NC1CCc2ccccc21)c1cc(Br)ccc1Cl (configuration not stated)
-45%	10	Cc1cc(C(=O)COc2ccccc2C#N)c(C)n1CCC(C)C
-23%	-1	COc1ccc(OCCN2CCC(C(=O)NC(c3ccc(C)cc3)c3ccccn3)CC2)cc1 (configuration not stated)
14%	-9	CCC(=O)N1CCCC(C(=O)NCc2ccc(C(C)C)cc2)CC1 (configuration not stated)
10%	6	O=C(COc1ccc(S(=O)(=O)NC2CCCCC2)cc1)NCc1ccccc1
2%	-6	Cc1ccc(Nc2nc(-c3cnc(N4CCOCC4)nc3C)cc(=O)[nH]2)cc1
-5%	1	CC(CCc1ccccc1)NC(=O)C1CCCCC1 (configuration not stated)
-2%	0	CCc1ccc(NC(=O)c2cc(=O)c3cc(C)cc(C)c3o2)cc1
1%	-7	COCOc1cccc(CN2CCC2(C)C(=O)Nc2ccc3c(c2)OCO3)c1 (configuration not stated)
-6%	8	CC(C)[C@H](NC(=O)OCc1ccccc1)C(=O)OCc1ccc(C#N)cc1
?	-2	O=C(/C=C/c1cccc2ccccc12)N(Cc1cccs1)C1CC1
11%	9	Cc1oc(-c2ccccc2)nc1CC(=O)N(CCC#N)Cc1ccco1
?	1	Cc1ccc(OCC(O)Cn2c(NCC(=O)O)nc3c2c(=O)n(C)c(=O)n3C)cc1 (configuration not stated)
23%	1	Cc1cccc(C2CC(=O)c3cnn(-c4nc5ccccc5[nH]4)c3C2)c1 (configuration not stated)

# Source: PubChem BioAssay
